Rv3671c protease = Rv3671c (M. tuberculosis) protease inhibition; inhibition, % at 5.96 µM; hit rate 0.048% among 320,000; AID 2606; in the data active means inhibition above about 38%;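 further: extracellular domain of Rv3671c used as enzyme; 0% = enzyme with DMSO and 100% = no enzyme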
Target sequence (P9WHR9 whole entry, looked up, the tested form may be a part): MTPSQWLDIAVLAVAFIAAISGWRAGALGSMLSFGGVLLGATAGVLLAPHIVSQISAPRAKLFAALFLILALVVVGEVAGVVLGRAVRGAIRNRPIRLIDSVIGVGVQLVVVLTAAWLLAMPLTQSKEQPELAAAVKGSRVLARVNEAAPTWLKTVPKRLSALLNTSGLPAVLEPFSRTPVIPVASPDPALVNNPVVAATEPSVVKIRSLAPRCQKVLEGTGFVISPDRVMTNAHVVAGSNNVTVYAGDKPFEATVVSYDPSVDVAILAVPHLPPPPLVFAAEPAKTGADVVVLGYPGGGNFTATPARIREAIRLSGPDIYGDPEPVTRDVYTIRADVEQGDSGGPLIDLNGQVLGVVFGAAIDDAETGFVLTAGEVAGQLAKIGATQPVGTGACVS
BoNT F protease = BoNT F light chain protease inhibition; Multiplex microsphere protease cleavage assay, flow cytometry; inhibition, % at 10 µM; hit rate 0.22% among 360,000; AID 588497; in the data active means inhibition above about 35%, passing the limit was not always enough; inconclusive means no clear call, values can overlap the other calls; further: plate controls were buffer without enzyme for full effect and enzyme alone for no effect
Mtb UGM inh = Mtb UDP-galactopyranose mutase inhibition; P9WIQ1; purified UGM, fluorescence polarization probe displacement; inhibition, % at 10 µM; hit rate 0.06% among 320,000; in the data active means inhibition above about 10%, passing the limit was not always enough; inconclusive means no clear call, values can overlap the other calls
FBA Mtb inh = Mtb fructose-bisphosphate aldolase inhibition | inhibition, % at 1 µM | purified M. tuberculosis FBA, fluorescence read-out | hit rate 2.3% among 360,000 | P9WQA3; in the data active means inhibition above about 27%;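 further: 0% = vehicle and 100% = reference inhibitor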
Target sequence (P9WQA3 whole entry, looked up): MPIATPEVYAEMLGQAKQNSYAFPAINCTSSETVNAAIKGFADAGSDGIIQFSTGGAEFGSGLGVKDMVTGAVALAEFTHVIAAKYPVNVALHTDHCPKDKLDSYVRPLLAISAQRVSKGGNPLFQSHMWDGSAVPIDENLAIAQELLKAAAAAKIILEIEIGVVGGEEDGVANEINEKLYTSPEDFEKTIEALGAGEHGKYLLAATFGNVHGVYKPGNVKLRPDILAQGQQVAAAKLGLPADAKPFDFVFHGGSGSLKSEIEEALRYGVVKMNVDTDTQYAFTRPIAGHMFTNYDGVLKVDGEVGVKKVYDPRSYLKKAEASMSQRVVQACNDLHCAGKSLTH
Mtb BioA inh = blocks M. tuberculosis BioA enzyme activity. purified M. tuberculosis BioA enzyme, plate reader. inhibition, % at 9.99 µM. hit rate 0.096% among 360,000; in the data active means inhibition above about 40%; inconclusive means no clear call, values can overlap the other calls
GDH-TPI inh = counter-screen for M. tuberculosis FBA inhibitors: GDH-TPI coupled enzymes; inhibition, % at 4.8 µM; GDH-TPI coupled enzyme counterscreen, NADH absorbance; AID 588335; hit rate 1.2% among 360,000;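 further: 0% = DMSO wells and 100% = wells lacking the enzyme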
CCHFV vOTU inh = blocks the CCHF virus ovarian tumor domain protease; CCHFV vOTU protease, Pep-AMC fluorescence; inhibition, % at 11.5 µM; hit rate 0.55% among 370,000; AID 651958; further: 0% = vehicle wells with enzyme and 100% = no enzyme wells
VHR inh abs = inhibitors of human VHR1 phosphatase (DUSP3); AID 1654; hit rate 0.52% among 290,000; inhibition, % at 13.3 µM; recombinant VHR phosphatase, pNPP absorbance; in the data active means inhibition above about 50%; further: some compounds called inactive have numbers as strong as hits
Target sequence (P51452 whole entry, looked up): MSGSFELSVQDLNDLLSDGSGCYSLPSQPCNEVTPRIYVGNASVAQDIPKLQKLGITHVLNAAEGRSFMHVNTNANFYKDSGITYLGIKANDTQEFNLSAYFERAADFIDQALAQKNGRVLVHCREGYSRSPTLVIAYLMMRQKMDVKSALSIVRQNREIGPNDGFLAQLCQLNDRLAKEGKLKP
FadD28 FP inh = M. tuberculosis FadD28 bisubstrate binding inhibition; FadD28 bisubstrate probe binding, fluorescence polarization; inhibition, % at 12.5 µM; hit rate 0.22% among 360,000; in the data active means inhibition above about 8.5%, passing the limit was not always enough; inconclusive means no clear call, values can overlap the other calls
MazEF act = activators of E. coli MazEF toxin-antitoxin RNase. P0AE70. FAM/BHQ RNA-DNA oligo cleavage fluorescence, 5 h. activation, % at 20 µM. hit rate 0.32% among 350,000. AID 504720; in the data active means activation above about 50%
Target sequence (P0AE70 whole entry, looked up): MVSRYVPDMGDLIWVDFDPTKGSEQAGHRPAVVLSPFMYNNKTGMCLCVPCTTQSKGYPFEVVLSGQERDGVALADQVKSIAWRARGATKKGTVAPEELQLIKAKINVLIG
Numbers without * were called inactive; ? = inconclusive; · = not tested or not shown. Unless noted, no stated cut-off is given here; in the data, active means inhibition above about 30%; inactive means the rest.

The line under a structure holds: GDH-TPI inh, Mtb UGM inh, CCHFV vOTU inh, Mtb BioA inh, VHR inh abs, Rv3671c protease, FadD28 FP inh, MazEF act, BoNT F protease, FBA Mtb inh
CC(C)(Oc1ccc(Cl)cc1)C(=O)NCC1CCCO1 (stereo not drawn)
    -7, -0.1, 4, -0.2, ·, 4, -2.2, 5, ?, 0
CCN1C(=O)/C(=C2/C=Cc3ccccc3N2CC)SC1=S
    -1, 0.4, 9, -0.6, 18, -8, -3.8, 14, -14, -9
O=C(O)CNC(=O)/C=C/c1c(Cl)cccc1Cl
    0, -0.6, -3, ·, 9, 5, 3.2, -5, 0, 2
Cc1ccc(C(=O)N2[C@@H]3CN(C)C(=O)[C@@]2(C)[C@H]2C(=O)N(C)C(=O)[C@@H]32)cc1
    -3, ·, -3, -1.6, ·, ·, -3.4, 4, -7, -1
COC(=O)C1CCN(C(=O)c2ccc(Cl)c(S(=O)(=O)NCc3cccnc3)c2)CC1
    1, 2.9, 0, 0.8, 36, -6, -0.3, 5, -4, 0
CN1CCN(c2ccc(-c3ccc4ccccc4n3)cc2)CC1
    16, ·, 1, ·, 13, ·, 1.4, 0, -8, 8
CCOC(=O)N1CCN(S(=O)(=O)c2cc(OCC(=O)NC3CCCCC3)c(C)cc2Cl)CC1
    -2, -0.8, 9, -0.1, 19, -10, -2.8, -11, -9, 0
O=C1CSCc2nc3ccccc3n21
    16, ·, -4, ·, ·, ·, 0.2, 4, -1, 4
C=CCn1c(SCC(=O)Nc2nc(C)cs2)nnc1C(CO)NC(=O)c1ccccc1 (stereo not drawn)
    2, 1.4, 5, -3.3, 0, 0, -2.2, -1, 30, 1
CC(C)C(C(=O)Nc1ccc2c(c1)OCO2)N1C(=O)c2ccccc2C1=O (stereo not drawn)
    -4, -0.7, -4, 2.8, -1, 2, -5.6, -4, 0, 1
CS(=O)(=O)Nc1cccc(NC(=O)c2cccc3c(-c4cccc(C(N)=O)c4)coc23)c1
    4, ·, 2, -1.2, ·, ·, -19, ·, -10, -2
Cc1ccc(NC(=O)C2CCN(S(C)(=O)=O)CC2)cc1
    12, -1.1, 10, ·, 23, 3, -4.2, -3, -9, -2
CN1CCN(c2ccc(C(F)(F)F)cc2N)CC1
    -5, -1.6, 1, ·, 10, 9, -1.1, -3, -4, 0
COc1ccc(Cl)cc1NC(=O)CN1CCC(n2nnc3cc(C)ccc32)CC1
    -7, -1.1, -5, ·, -1, -3, -4.1, 3, -4, -5
Cc1nn(-c2ccccc2)nc1C(=O)NNC(=O)c1cccc2ccccc12
    -4, 1.6, -7, -1.9, 9, -4, -4.0, 2, -7, -1
COc1cc(OC)c(NC(=O)C(=O)CC(=O)c2ccc(C)cc2C)cc1Cl
    12, 1.2, 6, -2.2, 18, 1, -2.0, -8, -5, 0
CCN(CC)c1nc2c(c(=O)[nH]c(=O)n2C)n1CCCc1ccccc1
    1, 2.2, 8, 1.2, -40, -4, -1.6, -1, 22, -5
Cc1cc(C)cc(NC(=O)Cn2nnc(C(=O)NCc3ccc(F)cc3)c2N)c1
    4, 1.6, 7, -1.6, 13, -85, -2.1, -85, -2, 2
CCn1cc(C(=O)O)c(=O)c2cnc(N3CCN(C(=S)NC(=O)c4ccc(F)c(F)c4)CC3)nc21
    7, 0.5, -5, -1.5, 22, -1, -2.9, 6, ?, 3
COc1nc2ccc(C)cc2cc1-c1noc(-c2cccnc2)n1
    3, 6.3, 5, -0.4, 2, -1, -0.9, 21, 3, -3

Overlap with the part before: 2 compounds, followed by the next part.
The line under a structure holds: GDH-TPI inh, Mtb UGM inh, CCHFV vOTU inh, Mtb BioA inh, VHR inh abs, Rv3671c protease, FadD28 FP inh, MazEF act, BoNT F protease, FBA Mtb inh
CCn1cc(C(=O)O)c(=O)c2cnc(N3CCN(C(=S)NC(=O)c4ccc(F)c(F)c4)CC3)nc21
    7, 0.5, -5, -1.5, 22, -1, -2.9, 6, ?, 3
COc1nc2ccc(C)cc2cc1-c1noc(-c2cccnc2)n1
    3, 6.3, 5, -0.4, 2, -1, -0.9, 21, 3, -3
Cc1ccc(CSc2nnc(-c3cccc(S(=O)(=O)N4CCOCC4)c3)n2C2CCCC2)cc1
    -6, 1.3, -17, ·, 0, -17, -4.6, -8, 1, -2
O=C(N/N=C/C=C/c1ccccc1)c1cnccn1
    48*, 0.1, 15, -1.2, 12, 1, 0.6, -13, 3, -5
CCn1c(NCc2ccc3c(c2)OCO3)nc2ccccc21
    10, -2.2, -2, -0.1, 32, 4, -0.2, -5, 4, 3
O=C(NCc1ccncc1)c1nc(-c2cccs2)no1
    -6, -0.8, 4, ·, 4, -1, 0.8, -2, -6, -5
Cc1cc(C)n(-c2nnc(C)c(=O)[nH]2)n1
    2, 0.9, 2, -1.4, 11, -13, -4.2, 0, 15, 3
O=C(O)CCC(=O)N1CCc2cc(S(=O)(=O)NCc3ccc(Cl)cc3)ccc21
    16, 3.8, 6, 0.1, 11, -1, -1.3, 1, 1, 5
CCOC(=O)N1CCC(NS(=O)(=O)c2ccccc2)CC1
    8, -0.3, 0, ·, 16, -4, -2.4, 2, -8, 1
CCn1c(SCc2ccccc2)nc2ccccc2c1=O
    3, -2.7, 17, 1.3, ·, 0, -2.2, -2, -4, 1
COC(CNC(=O)C1CCN(S(=O)(=O)c2ccc3nc4c(c(C(=O)O)c3c2)CC(C)CC4)CC1)OC (stereo not drawn)
    5, 0.0, 7, -1.2, 7, -9, -0.7, 16, 5, 2
O=[N+]([O-])c1cccnc1SCc1c(F)cccc1Cl
    -6, 2.9, -5, 0.1, 32, 5, -1.0, -16, -21, -1
CCN(CC)c1nc(N2CCN(CCO)CC2)nc2ccccc12
    4, 0.4, -3, 3.1, -6, 0, 1.6, 10, -4, 2
Cc1ccc(S(=O)(=O)N(C)c2ccc(NS(C)(=O)=O)cc2)cc1
    -3, -0.7, 15, -1.1, -6, -2, -3.4, 8, -1, 1
COc1ccc(N=Cc2cc(Cl)ccc2O)cc1Cl
    4, -1.5, 7, ·, -15, 3, 1.2, 3, 1, 0
O=C(/C=C/c1cccc(C(F)(F)F)c1)NNC(=O)c1ccncc1
    17, ·, 5, -0.2, ·, ·, -1.7, 3, 3, -2
Cc1ccc(CNC(=O)Cc2ccc(-c3ccccc3)cc2)cc1
    -5, -1.0, 4, ·, 29, 3, -2.3, 8, -5, -6
Cn1c(=O)c2c(SCC(=O)c3ccccc3)nc(C3CC3)nc2n(C)c1=O
    -2, -1.4, ·, -0.9, 12, 2, 0.4, 13, -2, 2
O=C(Nc1ncccc1O)c1cccc(S(=O)(=O)N2CCCc3ccccc32)c1
    3, -0.6, 0, ·, ·, -11, -2.9, 0, 4, 5
O=C1c2cccc3cc([N+](=O)[O-])cc(c23)C(=O)N1CCN1CCCC1
    10, ·, 9, 0.4, 27, ·, -4.7, -31, -7, 0
COc1ccc(OC)c(/C=C/C(=O)c2ccc3c(c2)OCO3)c1
    7, -2.4, 0, -0.7, ·, 8, -2.1, 0, 4, -1
Cc1ccc(OCCOc2cccc(Br)c2)c([N+](=O)[O-])n1
    6, 1.9, 9, ·, 3, 10, -3.2, -11, 4, 0

Exported with each value named: 4 of the compounds above
COc1nc2ccc(C)cc2cc1-c1noc(-c2cccnc2)n1
  GDH-TPI inh = 3	Mtb UGM inh = 6.3	CCHFV vOTU inh = 5	Mtb BioA inh = -0.4	VHR inh abs = 2	Rv3671c protease = -1	FadD28 FP inh = -0.9	MazEF act = 21	BoNT F protease = 3	FBA Mtb inh = -3

Cc1ccc(CSc2nnc(-c3cccc(S(=O)(=O)N4CCOCC4)c3)n2C2CCCC2)cc1
  GDH-TPI inh = -6	Mtb UGM inh = 1.3	CCHFV vOTU inh = -17	Mtb BioA inh = ·	VHR inh abs = 0	Rv3671c protease = -17	FadD28 FP inh = -4.6	MazEF act = -8	BoNT F protease = 1	FBA Mtb inh = -2

O=C(N/N=C/C=C/c1ccccc1)c1cnccn1
  GDH-TPI inh = 48*	Mtb UGM inh = 0.1	CCHFV vOTU inh = 15	Mtb BioA inh = -1.2	VHR inh abs = 12	Rv3671c protease = 1	FadD28 FP inh = 0.6	MazEF act = -13	BoNT F protease = 3	FBA Mtb inh = -5

CCn1c(NCc2ccc3c(c2)OCO3)nc2ccccc21
  GDH-TPI inh = 10	Mtb UGM inh = -2.2	CCHFV vOTU inh = -2	Mtb BioA inh = -0.1	VHR inh abs = 32	Rv3671c protease = 4	FadD28 FP inh = -0.2	MazEF act = -5	BoNT F protease = 4	FBA Mtb inh = 3

The list continues:
The line under a structure holds: GDH-TPI inh, Mtb UGM inh, CCHFV vOTU inh, Mtb BioA inh, VHR inh abs, Rv3671c protease, FadD28 FP inh, MazEF act, BoNT F protease, FBA Mtb inh
Cn1cc(/C=C(\C#N)C(=O)Nc2ccccc2O)c2ccccc21
    3, 0.3, ·, 0.8, 2, -29, 0.1, -6, -8, 1
CN(Cc1ccccc1)C(=O)COC(=O)CCNC(=O)c1ccccc1Cl
    4, -0.7, 15, -2.4, 24, 4, -1.7, 5, -1, 3
CCOc1ccc(NC(=O)CN(C)C(=O)COc2cccc(CC)c2)cc1OCC
    6, 0.7, 24, -0.1, ·, 7, -2.2, 1, 14, 3
O=C(Nc1ccccc1C(=O)NC(Cc1c[nH]c2ccccc12)C(=O)O)c1ccco1 (stereo not drawn)
    -4, 0.9, -1, 0.4, 24, -1, -0.7, -1, 4, 2
Cc1ccc(Sc2ccc(N)cn2)cc1
    -4, 1.4, 3, -0.8, 37, 11, 2.6, 0, -1, 3
COc1ccc(C2CC(c3ccccc3)=NN2C(=O)COC(=O)c2cccnc2Cl)cc1 (stereo not drawn)
    2, -1.9, -13, ·, 1, -21, -2.9, -2, -2, -2
CC(C)c1ccc(C(=O)Nc2nnc(S(=O)(=O)N3CCOCC3)s2)cc1
    23, 1.7, 8, 0.9, 1, 0, -1.6, 3, 8, 2
CCCc1nnc(SCC(=O)N2C(C)CCCC2C)n1CCCOC (stereo not drawn)
    8, 0.4, -5, ·, 30, 6, 0.0, 6, 5, 0
Nn1c(SCC(=O)Nc2ccc3c(c2)OCO3)nnc1C(F)(F)F
    -4, -2.2, -3, ·, 12, 1, -2.9, 5, -3, 0
COc1cc(CNc2ncnc3c2[nH]c2ccc(C)cc23)cc(OC)c1
    5, -3.3, -18, -0.3, 17, 16, -1.7, 8, ?, 35*
Cn1c(SCC(=O)c2ccccc2F)nnc1C1CC1
    10, 2.3, 14, -2.8, 10, 3, -0.1, 12, 8, -4
O=C1OC(c2ccccc2)(c2ccccc2)c2ccccc21
    11, ·, 6, 2.3, ·, ·, -2.0, 3, 1, 1
CCC1=NC(c2ccc(OC)cc2OC)N(O)C1(C)C (stereo not drawn)
    8, -1.2, -4, ·, -14, -1, -1.8, -18, -5, -4
Cc1c(NC(=O)c2cccc(NS(C)(=O)=O)c2)c(=O)n(-c2ccccc2)n1C
    4, -1.2, -1, -0.1, 17, -7, -1.8, 3, 2, -4
COC(=O)C1=C(c2cc3ccccc3s2)C[C@@H]2CC[C@H]1N2C(=O)NCC1CC1
    4, -4.7, 10, 0.7, ·, 2, -2.3, 7, -6, 1
NC(=O)c1cc(-c2ccncc2)nc2ccc(Cl)cc12
    8, -0.1, 15, ·, 14, 2, -0.4, 1, -4, 3
COc1ccc(OC)c(NC(=O)Nc2nnc(N3CCC(C)CC3)s2)c1
    4, -0.4, 2, -0.4, 8, 13, -2.2, 15, -8, -2
COc1ccc(Nc2nc3c(c(=O)n(C)c(=O)n3C)n2CCO)cc1
    8, 1.3, -8, ·, 21, 0, -1.3, 2, -10, -3
CC(=NC1CCN(Cc2ccccc2)CC1)c1c(O)[nH]c(=O)[nH]c1=O
    4, 0.6, 19, -0.8, 8, -9, -2.5, 9, 2, -7
CCN(CC)C(=O)/C(=C\c1ccc(Br)cc1)NC(=O)c1ccccc1OC
    5, -1.0, -6, ·, -2, 1, -1.7, -8, 7, -1
COc1ccc(OC)c(C(=O)C(=O)c2cc(OC)ccc2OC)c1
    4, ·, -2, -1.3, ·, ·, -0.1, 8, -12, -1
Cc1c(C(=O)NC(C)C2CC3CCC2C3)cccc1[N+](=O)[O-] (stereo not drawn)
    0, -1.3, 3, 0.3, 54*, 5, 1.2, 7, 3, -1
O=C(NCc1cccs1)c1cccc(S(=O)(=O)N2CCCCC2)c1
    6, -3.0, -12, 1.4, 20, 4, -2.4, -1, -3, -1
